Screening results: PubChem, Broad Institute
S100A4 inh HTS: inhibitors of human S100A4 binding to myosin IIA peptide. 0.14% of 360,000 active. P26447. inhibition, % at 10.7 µM. S100A4/TAMRA-MyoIIA peptide fluorescence polarization;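 active = mean inhibition of at least 70% across replicates, with every replicate also reaching that level; inconclusive = mean inhibition reaches 70% but some replicates fall short; inactive = mean inhibition below 70%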
Target sequence (P26447 whole entry, looked up): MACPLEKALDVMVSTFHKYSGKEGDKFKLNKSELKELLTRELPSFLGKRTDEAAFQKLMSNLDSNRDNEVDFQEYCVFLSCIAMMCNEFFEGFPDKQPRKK
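Assay system: human S100A4 monomer with TAMRA-labelled myosin IIA peptide / Buffer or medium: Calcium-containing HEPES buffer, pH 7.2 / Reagent: TAMRA-labelled myosin IIA heavy-chain peptide probe, 5 nM / Compound: one dose per compound / Timing: polarization read 5 min after assay mix addition, stable 5–60 min / Benchmarks: neutral control DMSO, positive control TFP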
SIRT5 inh: sirtuin-5 (human) deacylase inhibition; Q9NXA8; Purified SirT5, succinyl-peptide AMC, trypsin-coupled fluorescence; inhibition, % at 15 µM; 1.1% of 330,000 active; in the data active = inhibition above about 15%; inconclusive = no clear call, values can overlap the other calls
Target sequence (Q9NXA8 whole entry, looked up): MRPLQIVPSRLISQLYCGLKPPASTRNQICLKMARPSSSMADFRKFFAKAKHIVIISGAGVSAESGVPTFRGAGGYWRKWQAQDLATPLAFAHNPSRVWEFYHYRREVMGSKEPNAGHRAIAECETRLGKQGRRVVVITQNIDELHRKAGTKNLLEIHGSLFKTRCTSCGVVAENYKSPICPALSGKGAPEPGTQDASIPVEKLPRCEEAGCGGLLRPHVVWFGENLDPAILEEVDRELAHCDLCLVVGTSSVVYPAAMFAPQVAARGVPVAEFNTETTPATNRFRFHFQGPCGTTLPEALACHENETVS
CASP6 VEID inh: inhibitors of human caspase-6; 0.53% of 350,000 active; purified caspase-6, Z-VEID-R110 cleavage fluorescence; inhibition, % at 12.5 µM;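 active = mean inhibition across replicates at least about 35%, with every replicate also reaching that limit, limit read from the data; inconclusive = only one of the two criteria met; inactive = neither criterion met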;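 note: 0% = median of neutral control wells and 100% = no fluorescence left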
Target sequence (P55212 24-179 limits assumed): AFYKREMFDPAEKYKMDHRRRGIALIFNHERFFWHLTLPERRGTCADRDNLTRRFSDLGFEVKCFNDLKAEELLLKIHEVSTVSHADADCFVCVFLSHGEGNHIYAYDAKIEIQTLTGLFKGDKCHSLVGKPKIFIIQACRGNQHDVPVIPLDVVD
Target sequence (P55212 194-293 limits assumed): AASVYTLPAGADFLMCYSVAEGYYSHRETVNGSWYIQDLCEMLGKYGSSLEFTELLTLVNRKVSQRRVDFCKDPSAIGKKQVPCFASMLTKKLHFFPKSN
esBAF inh: SWI/SNF esBAF complex inhibition. mouse ES cells, Bmi1-luciferase knock-in reporter, 24 h; 100% = twice the neutral-well signal. reporter increase, % at 12.5 µM. 2% of 350,000 active. AID 602393; in the data active = activation above about 40%; inconclusive = no clear call, values can overlap the other calls;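 note: 0% = median of the plate's neutral control wells and 100% = double that signal; a rise in the Bmi1 reporter signal indicates esBAF inhibition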
FN deposit inh: fibronectin deposition inhibition; 0.086% of 350,000 active; AH1F fibroblasts, Alexa488-fibronectin deposition fluorescence, overnight; inhibition, % at 12.6 µM; AID 743247;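 active = mean inhibition across replicates of 30% or more, regardless of how many single replicates reach that level; inconclusive = mean under 30% yet at least half of replicates reach 30%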;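 note: positive control wells lacked labelled fibronectin entirely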
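Material – AH1F fibroblast monolayer, labelled fibronectin deposition · Reagent – labelled fibronectin 24 nM · Timing – 1 h adhesion, overnight exposure · Measured by – fluorescence at 485 nm excitation, 525 nm emission · Read-out – inhibition of fibronectin deposition signal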
Statin myotox sup: protects C2C12 myotubes from simvastatin toxicity; ATP luminescence, 48 h; scaled: DMSO 0, geranylgeraniol control 100; rescue of ATP level, % at 7.49 µM; 0.78% of 330,000 active;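 active = mean ATP rescue above about 67%, or every replicate alone reaching that limit, limit read from the data, passing the limit was not always enough; inconclusive = no clear call, values can overlap the other calls; inactive = mean under the limit and some replicate under it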;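 note: myotubes were challenged with 10 µM simvastatin during compound exposure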
LGR2 inh: Drosophila LGR2 receptor signaling inhibition | HEK293 LGR2, CRE-luciferase, bursicon-stimulated, 4 h | inhibition, % at 9.99 µM | 0.35% of 380,000 active | AID 720647;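 active = drop in luminescence signal, shown as inhibition above about 50% in the replicate tests, limit read from the data, passing the limit was not always enough; inconclusive = probably only some replicates passing the limit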;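 note: agonist challenge used bursicon conditioned medium at about half maximal strength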
* marks the source's active call; other numbers are inactive results; ? = inconclusive; / = no result given; & = joins results of further samples. Some of the compounds tested. The share of hits here may be higher or lower than overall.

SMILES | S100A4 inh HTS | SIRT5 inh | CASP6 VEID inh | esBAF inh | FN deposit inh | Statin myotox sup | LGR2 inh
CC(Sc1nc(N)cc(N)n1)C(=O)NCCC1=CCCCC1 (configuration not stated) | 19 | -5 | -1 | 0 | -3 | -1 | 5
O=C(COC(=O)C1(c2ccccc2F)CCCC1)NCc1cccs1 | 5 | -1 | -2 | / | -43 | / | 33
COc1cc(CN(C)c2ccc(S(=O)(=O)N3CCCC3)cn2)ccc1OC(F)F | 0 | -1 | 2 | 0 | 17 | 28 | -24
O=C(COc1ccc(Cl)cc1Cl)N1CCCCCC1 | / | / | / | 48* | 2 | -13 | /
COc1ccc(NC(=O)Nc2ccc3c(c2)C(=O)N([C@@H](C)CO)C[C@H](C)[C@H](CN(C)C(=O)Nc2ccc(OC)cc2)OCCCC[C@H](C)O3)cc1 | -5 | 3 | 2 | -3 | -10 | / | 19
COc1ccc(-c2cnc3c(c2)C(=O)N([C@H](C)CO)C[C@H](C)[C@H](CN(C)Cc2cccc(C(F)(F)F)c2)O3)cc1 | 0 | 9 | 0 | 3 | / | 61 | -13
COc1ccc(S(=O)(=O)Nc2cccc(F)c2C)cc1C(=O)N1CCOCC1 | 6 | -7 | 1 | -9 | / | 2 | -11
COc1ccc(S(=O)(=O)N2CCCCC2)cc1NC(=O)c1cc([N+](=O)[O-])ccc1N1CCOCC1 | -1 | -1 | 2 | 5 | 9 | -31 | 14
CCOC(=O)c1cn(CC)c2c(ccc3ccccc32)c1=O | 0 | -2 | 0 | 15 | 5 | -3 | -34
O=[N+]([O-])c1cc(S(=O)(=O)NC2=NCCCCC2)ccc1Cl | -3 | 3 | 0 | 2 | -11 | 11 | -35
COc1ccc(CC(C(=O)Nc2ccc(OC)cc2)c2nn[nH]n2)cc1 (configuration not stated) | -4 | -1 | 14 | 2 | -1 | 4 | -18
CCCCOc1ccc(C2C3CN(C(=O)OCC)CC=C3C(C#N)=C(N)C2(C#N)C#N)cc1OC (configuration not stated) | -12 | 7 | 8 | 5 | / | -18 | 12
COc1ccc(Cl)cc1NC(=O)CN(C)C(=O)c1ccc(-n2cncn2)cc1 | 3 | 5 | 1 | -11 | -6 | 0 | 1
Cn1c(=O)c2c(nc(CN3CCc4ccccc4C3)n2Cc2cccc(Cl)c2)n(C)c1=O | -5 | 2 | 15 | 3 | 17 | -2 | 39
Cc1ccc(-c2csc(NC(=O)c3ccc4c(=O)n5c(nc4c3)CCCCC5)n2)cc1 | 3 | -2 | 0 | / | 0 | / | 14
Fc1ccc2[nH]c3c(NCc4ccccc4)ncnc3c2c1 | 2 | -2 | 3 | -15 | -5 | -2 | 15
CN(CC(=O)Nc1ccc(Cl)c(C(F)(F)F)c1)C(=O)Cc1c[nH]c2ccccc12 | -5 | 3 | -2 | 0 | / | -14 | 17
COc1ccc(CC(=O)N2CCN(c3ccccc3F)CC2)cc1OC | 1 | -2 | 0 | -4 | -1 | 13 | 0
Cc1ccc(SCC(=O)OCn2nnc3ccccc3c2=O)cc1C | -1 | / | 4 | -1 | 3 | 4 | 2
CC(C)(C)NC(=S)NCC1CC1 | 2 | 3 | -5 | / | -11 | / | -14
COc1ccc(CCNC(=S)NC(=O)c2ccc(Br)cc2)cc1OC | -2 | -5 | 0 | / | -1 | / | -15
COc1ccc(OC)c(S(=O)(=O)NCC(=O)NC2CCCc3ccccc32)c1 (configuration not stated) | -7 | -1 | 3 | -4 | 1 | 9 | 16
CCCN1C[C@@H](C)[C@@H](OC)CN(C)C(=O)c2ccc(NC(=O)CC)cc2OC[C@@H]1C | / | / | / | -5 | -5 | -36 | -1
CO[C@H]1CN(C)C(=O)c2cc(NC(=O)Nc3cc(F)ccc3F)ccc2OC[C@H](C)N(C)C[C@H]1C | 0 | 4 | / | -27 | 3 | 4 | 5
COc1ccc(NC(=O)Cn2cnc3sc(C)c(S(=O)(=O)N4CCOCC4)c3c2=O)cc1Cl | -6 | -6 | 3 | 3 | -9 | 3 | 3
CCOc1cccc(C(=O)Nc2ccc(N3CCN(S(C)(=O)=O)CC3)cc2)c1 | / | / | / | -8 | / | -16 | 14
NC1=NC2(CS1)CSC(N)=N2 | -8 | / | -3 | / | 2 | / | 6
COc1cccc(S(=O)(=O)N2C[C@@H](O)COC[C@H]3O[C@H](CC(=O)N4CCN(c5ccccc5)CC4)CC[C@@H]32)c1 | -10 | 4 | 1 | -2 | 0 | 11 | -9
CC(C)NC(=O)N[C@H]1C=C[C@@H](CC(=O)N2CCCCC2)O[C@H]1CO | 11 | 0 | 2 | -5 | -2 | -10 | 3
Cc1c(Cl)cccc1NC(=S)Nc1ccc(S(=O)(=O)Nc2ncccn2)cc1 | -1 | 6 | 6 | / | -18 | / | -11
CO[C@@H]1CC[C@H]2CCOc3ccc(C#N)cc3C(=O)N(C)C[C@@H](C)C(=O)N(C)C[C@@H]1O2 | 6 | 1 | 6 | 4 | -1 | 1 | -1
Cc1ccc(-n2c(=O)cc(N3CCN(C(=O)c4ccco4)CC3)[nH]c2=O)cc1 | -5 | -4 | -1 | 1 | -11 | 102* | 3
O=Nc1c2cc(-c3ccccc3)[nH]nc-2c2ccccc12 | -3 | 0 | -2 | -41 | -1 | -45 | ?
C[C@@H]1CN([C@@H](C)CO)C(=O)Cc2cc(NC(=O)Nc3ccc(F)cc3)ccc2O[C@@H]1CN(C)C(=O)Nc1cccc2ccccc12 | 2 | 2 | -1 | -4 | / | 24 | -7
CCN1CCN(C(=S)NCCc2ccccc2)CC1 | / | / | / | 13 | 5 | 3 | /
COc1ccc2[nH]c3c(c2c1)CCN1C(=O)C(CC(=O)NCc2ccco2)C[C@H](C(=O)N2CCOCC2)[C@@]31CCC1CCCC1 (some centres not stated) | 3 | 3 | 4 | 4 | / | 4 | 16
COc1ccc(OC)c(S(=O)(=O)N/N=C\c2ccc3c(c2)OCO3)c1 | -3 | 2 | -2 | 47* | -7 | 10 | -42
CCCCc1nnc(NC(=O)COC)s1 | -2 | 9 | -3 | 5 | / | 8 | -1
Clc1cccc(OCCn2ccnc2)c1 | -8 | -3 | -3 | -1 | 3 | 3 | 12
CCN(CC)c1ccc(/C=N/n2nnnc2N)c(O)c1 | / | / | / | 44* | 5 | -11 | /
O=C(C[C@H]1CC[C@@H](NC(=O)Nc2cc(F)ccc2F)[C@@H](CO)O1)Nc1ccccc1 | -5 | 4 | -1 | 2 | / | 2 | 9
N#Cc1ccc(-c2ccc3c(c2)[C@@H]2[C@@H](CCN2S(=O)(=O)c2ccccc2F)[C@@H](CO)N3)cc1 | / | / | / | 0 | 16 | -40 | -6
Cn1cnc([N+](=O)[O-])c1S(=O)(=O)Nc1ccccc1 | -2 | -3 | 42* | -2 | 0 | 1 | 8
CCCn1c2ccccc2c2nnc(SCC(=O)OC)nc21 | / | / | / | -3 | -10 | 6 | /
C[n+]1cn(Cc2ccc(C#N)cc2)c2ccccc21 | 1 | 1 | -1 | 7 | -3 | 3 | -7
Cc1cnc(C(=O)OCC(=O)NC(C)C)cn1 | / | / | / | 3 | -2 | 7 | 20
COc1ccc(-c2cnc3c(c2)C(=O)N([C@H](C)CO)C[C@@H](C)[C@@H](CN(C)S(C)(=O)=O)O3)cc1 | 30 | 6 | 2 | -6 | 4 | 10 | -1
Cc1nc2c(ccc3nc(NC(=O)C(c4ccccc4)c4ccccc4)sc32)s1 | -3 | 5 | -2 | -10 | 4 | -30 | -23
CS(=O)(=O)Nc1ccc2c(c1)[C@H]1C[C@@H](CC(=O)N3CCc4ccccc4C3)O[C@H](CO)[C@H]1O2 | 8 | -3 | 1 | 1 | / | -4 | 2
CC(C)(O)C#Cc1ccc(CN2CCN(Cc3ccsc3)C(CCO)C2)cc1 (configuration not stated) | 3 | 3 | -2 | / | -6 | / | /
CCC(CC)c1nc2ccccc2c(=O)[nH]1 | -2 | -2 | -2 | / | -5 | / | -33
O=C(CNC(=O)c1ccccc1F)NCc1ccncc1 | 0 | -5 | 1 | 2 | -5 | -1 | 7
COc1cc(CCC(=O)OCC(=O)Nc2ccc(F)cc2F)cc(OC)c1OC | 0 | 0 | 0 | 2 | -5 | 4 | 23
COc1ccccc1CN(C)C(=O)c1ccc(COc2ccccc2)cc1 | 1 | 2 | 3 | 4 | 2 | 11 | -9
Cc1ccc(S(=O)(=O)N2C[C@H]3n4c(=O)ccc(=O)n4C[C@H](OC(=O)Nc4cccs4)[C@@]3(O)C2)cc1 | 5 | 6 | 4 | 10 | -4 | 9 | 5
O=C(c1cccnc1)N1C[C@H]2[C@@H](c3ccccc31)[C@@H](CO)N2C(=O)Nc1ccc(F)cc1 | -4 | 5 | -5 | -10 | / | 1 | 0
C=CCC1(CC=C)CCCN1C(=O)C1CCC(=O)N(CCc2ccc(Cl)cc2)C1 (configuration not stated) | 1 | -1 | 4 | 15 | 2 | -7 | -12
CCN(CC)CC(O)CN1c2ccccc2Sc2ccccc21 (configuration not stated) | -2 | -4 | -5 | -7 | 1 | 0 | -2
O=C(Nc1ccccc1N1CCCCC1)c1ccc(OC(F)F)cc1 | -3 | -1 | -1 | -6 | 7 | 0 | 10
CCN(CC(=O)NCc1ccc(Cl)cc1)C(=O)/C=C/c1ccco1 | -10 | -2 | -2 | -11 | / | 9 | -15

Part of the list above, showing only esBAF inh, LGR2 inh and SIRT5 inh.
| smiles | esBAF inh | LGR2 inh | SIRT5 inh |
| --- | --- | --- | --- |
| Cc1cnc(C(=O)OCC(=O)NC(C)C)cn1 | 3 | 20 | / |
| O=C(Nc1ccccc1N1CCCCC1)c1ccc(OC(F)F)cc1 | -6 | 10 | -1 |

(more compounds)
SMILES | S100A4 inh HTS | SIRT5 inh | CASP6 VEID inh | esBAF inh | FN deposit inh | Statin myotox sup | LGR2 inh
Cc1noc(C)c1NC(=O)N(C)C[C@@H]1Oc2ncc(Br)cc2C(=O)N([C@H](C)CO)C[C@@H]1C | 0&-3 | -3&0 | 1&1 | -7&-3 | 7&-2 | 0&-3 | 4&7
Cc1ccc(S(=O)(=O)NNC(=O)Nc2ccc(C)c(C)c2)c(C)c1 | 1 | -3 | 1 | 0 | 2 | 24 | 39
O=C(N=C1SCC(=O)N1c1ccccc1Cl)c1ccco1 | -16 | -4 | 8 | 23 | / | -1 | -55
C[C@H](CO)N1C[C@H](C)[C@@H](CN(C)C(=O)C2CCCCC2)Oc2ncc(-c3cccc(F)c3)cc2C1=O | 5 | 2 | 1 | 0 | / | 3 | 16
Cn1cncc1C#Cc1ccc2c(=O)c3ccccc3oc2c1 | -4 | / | -2 | ? | -6 | -4 | 3
COC(=O)c1c(NC(=O)C2CC2)sc2c1CCCC2 | -6 | 6 | -1 | -14 | 11 | 12 | /
CC(C)c1ccc(CN2CC(C(=O)Nc3ccccc3)CC2=O)cc1 (configuration not stated) | 2 | -3 | 1 | 8 | -12 | 14 | 20
CC(=O)Nc1ccc(NC(=O)CSc2nnc(-c3cc4ccccc4o3)n2C)cc1 | 1 | 0 | -2 | 2 | 5 | -26 | 2
COc1c(/C=N/NC(=O)c2ccncc2)c(CCN(C)C(C)=O)cc2c1OCO2 | -4 | 0 | -1 | / | -1 | / | 5

Arranged by value in CASP6 VEID inh (low to high): some entries from above
smiles | S100A4 inh HTS | SIRT5 inh | CASP6 VEID inh | esBAF inh | LGR2 inh
CCCCc1nnc(NC(=O)COC)s1 | -2 | 9 | -3 | 5 | -1
O=Nc1c2cc(-c3ccccc3)[nH]nc-2c2ccccc12 | -3 | 0 | -2 | -41 | ?
COc1c(/C=N/NC(=O)c2ccncc2)c(CCN(C)C(C)=O)cc2c1OCO2 | -4 | 0 | -1 | / | 5
O=C(CNC(=O)c1ccccc1F)NCc1ccncc1 | 0 | -5 | 1 | 2 | 7
CC(C)NC(=O)N[C@H]1C=C[C@@H](CC(=O)N2CCCCC2)O[C@H]1CO | 11 | 0 | 2 | -5 | 3
